NCI-60 one-dose screen, 48 h, at 10 µM unless noted. Numbers give growth in % (100 = growth as untreated, 0 = no growth, -100 = all killed).
EKVX = EKVX NSCLC; 71,000 compounds, 3% hits; AID 1794765
A549/ATCC = A549/ATCC NSCLC; 81,000 compounds, 3.7% hits
UACC-62 = UACC-62 melanoma; 81,000 compounds, 5.4% hits; AID 1794756
HOP-92 = HOP-92 NSCLC cells; 71,000 compounds, 6.3% hits; AID 1794738
M14 = M14 melanoma; 80,000 compounds, 6.2% hits
UACC-257 = UACC-257 melanoma; 78,000 compounds, 4.4% hits; AID 1794764
SK-MEL-5 = SK-MEL-5 melanoma. 80,000 compounds, 6.4% hits. AID 1794755
SK-MEL-28 = SK-MEL-28 melanoma | 81,000 compounds, 4.1% hits | AID 1794761
The depositor's hits bear a star; x = no result given; & = joins results of further samples. How the source made its calls: active means growth percent below 10; inactive means the rest.

Structure,EKVX,A549/ATCC,UACC-62,HOP-92,M14,UACC-257,SK-MEL-5,SK-MEL-28
COc1cc(Cn2c(SCC(=O)Nc3ccc(F)cc3)nc3ccccc3c2=O)cc(OC)c1OC,x,93.5,85.3,98.8,94.0,94.9,89.0,88.7
Cc1ccc(CCC=O)cc1,108.5,106.2,101.5,x,97.9,101.2,104.2,113.3
O=[N+]([O-])c1ccc(-c2ccccc2-c2ccccc2)cc1,52.9,87.0,58.4,74.0,83.7,75.8,19.7,100.9
Nc1ccc(Oc2ccc(Cl)cc2)c(Cl)c1,107.2,68.8,85.2,84.9,101.6,76.6,102.3,104.9
CCCC(=O)NCCNc1nccc(Nc2ccc(S(=O)(=O)Nc3ccccn3)cc2)n1,x,88.7,94.9,89.1,91.4,88.6,92.8,108.4
COc1ccc(OC)c(C(=O)C[n+]2ccccc2)c1,x,x,115.4,89.7,102.4,x,102.6,98.3
Cn1cc(/C=C2\SC(=S)N(CCCC(=O)Nc3ccc(O)cc3)C2=O)c2ccccc21,95.8,88.7,91.9,112.4,103.4,101.0,92.0,96.5
NS(=O)(=O)c1ccc(N2N=C(c3ccc(Cl)cc3Cl)CCC2=O)cc1,93.3,96.6,95.3,x,107.9,102.3,105.9,110.9
C=CCn1c(SCC(=O)Nc2ccc(C(=O)/C=C/c3ccc(Cl)cc3)cc2)nnc1-c1cc(-c2ccc(Cl)cc2)nc2ccccc12,102.4,91.5,72.0,119.2,101.9,113.4,94.1,106.6
COc1ccc(C(=O)c2cc3c(N)c(C(=O)Nc4ccc(C)cc4)sc3nc2C)cc1,40.8,22.3,30.6,70.8,17.3,58.1,6.9*,54.0
CC1=C(C(=O)OCc2ccccc2)C(c2ccc(-n3cncn3)cc2)n2c(nc3ccccc32)N1 (stereo not drawn),48.4,60.1,16.2,73.9,50.5,51.5,39.7,66.5
Cc1cc(S(=O)(=O)/N=C(\N)n2nc(C)c(C)c2C)c(SCc2ccccc2)cc1Cl,38.9,52.9,71.1,50.3,74.6,73.4,94.7,91.4
Nc1nc(-c2ccccc2)c(-c2ccccc2)s1,95.8,94.4,88.7,80.8,109.4,112.1,103.5,105.4
Cc1c(-c2ccc(Br)cc2)c(=O)oc2cc(O)ccc12,58.1,68.6,94.8,79.8,89.1,85.7,91.9,97.5
COc1nc2ccccc2cc1-c1nc2c(cnn2-c2ccccc2)c(=O)[nH]1,58.5,50.2,36.3,64.6,23.9,55.5,41.7,56.7
C=C1CC[C@H](O)C/C1=C/C=C1\CCCC2(C)C1CCC2C(C)CCCC(C)C (stereo partly drawn),86.6,88.2,91.3,95.3,102.0,96.4,103.8,119.2

Just UACC-62 (6 entries from above):
| Compound | UACC-62 |
| --- | --- |
| COc1ccc(C(=O)c2cc3c(N)c(C(=O)Nc4ccc(C)cc4)sc3nc2C)cc1 | 30.6 |
| CC1=C(C(=O)OCc2ccccc2)C(c2ccc(-n3cncn3)cc2)n2c(nc3ccccc32)N1 (stereo not drawn) | 16.2 |
| Cc1cc(S(=O)(=O)/N=C(\N)n2nc(C)c(C)c2C)c(SCc2ccccc2)cc1Cl | 71.1 |
| Nc1nc(-c2ccccc2)c(-c2ccccc2)s1 | 88.7 |
| Cc1c(-c2ccc(Br)cc2)c(=O)oc2cc(O)ccc12 | 94.8 |
| COc1nc2ccccc2cc1-c1nc2c(cnn2-c2ccccc2)c(=O)[nH]1 | 36.3 |

New compounds follow
Structure,EKVX,A549/ATCC,UACC-62,HOP-92,M14,UACC-257,SK-MEL-5,SK-MEL-28
Cc1ccc(S(=O)(=O)N2CCn3c(nnc3C(F)(F)F)C2)cc1[N+](=O)[O-],83.4,98.6,86.9,110.6,112.1,114.2,92.5,100.7
COc1cc2nn(-c3ccccc3N)nc2cc1OC,x,95.1,102.8,85.8,107.1,107.1,98.4,109.4
O=C(Nc1ccncc1)c1ccc(-n2c(=O)[nH]c3ccccc3c2=O)cc1,94.2,106.0,76.9,77.1,97.4,108.8,90.8,104.2
CC(C)CCNc1ncnc2c1cnn2C,97.1,108.6,98.5,86.5,104.4,109.8,104.7,119.6
COc1ccc(C(=O)Nc2cccc(C(F)(F)F)c2)cc1,x,83.7,87.5,108.5,106.7,85.8,92.4,108.1
Clc1ccccc1-c1ccc(-c2nn3c(Cc4ccccc4)nnc3s2)o1,92.7,100.7,90.1,95.9,107.9,98.4,102.9,104.4
COc1ccc(-c2nnc(/C=C/c3cn(-c4ccccc4)nc3-c3ccccc3)o2)cc1OC,89.0,90.7,104.4,98.3,99.9,115.5,91.8,105.7
O=C(/C(=C\c1ccc([N+](=O)[O-])cc1)S(=O)Cc1ccc(F)cc1)c1ccc(F)cc1 (stereo not drawn),84.2,79.9,-22.4*,65.2,38.0,93.2,76.7,23.2
COc1ccc(C(C)=O)cc1S(=O)(=O)Nc1c(N)nc(N)nc1N,104.9,83.3,91.4,64.8,97.0,98.2,102.0,108.6
CC(C)(C)OC(=O)Nc1ccc(Nc2nc(NCCN3CCOCC3)ncc2[N+](=O)[O-])cc1,90.5,97.7,102.7,81.7,110.1,103.2,92.1,105.1
c1cc(-c2nnc(SSc3ncnc4nc[nH]c34)o2)ccn1,82.3,92.5,11.8,52.9,7.9*,51.9,72.1,76.2
CC(=O)CC(C)(C)c1ccccc1,120.7&98.0,94.3&88.8,114.6&96.6,112.0&93.7,102.3&95.0,91.9&96.6,105.2&108.3,112.4&107.0
CC(C)=CC/C=C(/C)[C@H]1CC[C@]2(C)[C@@H]1CC[C@@H]1[C@@]3(C)C/C(=C/c4ccncc4)C(=O)C(C)(C)[C@@H]3CC[C@]12C,92.5,97.2,88.2,84.3,91.9,99.5,100.1,113.4
COc1ccc(C(=O)COc2nc(-c3cccnc3)cc(-c3ccc(OC)c(OC)c3)c2C#N)cc1,x,97.2,92.7,62.3,111.9,111.5,87.4,113.8
Cc1cccc(/C=N/Nc2cc(C)c3cccc(C)c3n2)n1,x,87.8,87.1,75.5,98.4,80.0,66.2,94.8
O=c1[nH]nc(-c2ccc(Cl)cc2)cc1Cc1ccccc1,86.0,42.1,79.3,86.2,x,84.3,104.9,114.3
CN1CN(NC(=O)Nc2ccccc2)C(=O)c2ccccc21,106.3,111.5,103.7,110.0,102.9,111.3,101.9,112.3
CCNC(=O)C1COc2ccccc2O1 (stereo not drawn),96.1,83.9,102.3,90.7,95.1,97.5,99.8,110.0
O=C1NC(=C(Cl)Cl)/C(=N/S(=O)(=O)Nc2ccc(F)cc2)N1,95.3,99.7,95.4,110.3,93.3,88.8,x,102.5
COC(=O)c1nn2c(c1C(=O)OC)CC(c1ccccc1)N(S(=O)(=O)c1ccccc1)C2 (stereo not drawn),103.5,105.0,101.2,86.3,126.9,120.6,106.4,124.7
Cc1ccc2cnc3sc(-c4ccccc4)nc3c2n1,78.6,70.1,87.3,84.3,92.3,68.9,94.7,103.4
CCCC(=O)NC(c1cccnc1)c1cc(C(C)=O)c2cccnc2c1O (stereo not drawn),22.3,18.9,1.6*,43.3,12.7,42.4,0.7*,34.1
COc1ccc2nc3cc(Cl)ccc3c(C#N)c2c1,66.6,102.7,80.0,x,106.6,112.3,85.7,94.8
O=C1OC2(OC(=O)c3ccccc32)Oc2cc([N+](=O)[O-])ccc21 (stereo not drawn),98.7,100.3,x,95.1,100.9,97.2,103.3,109.8
c1ccc(Cc2[nH]nc(-c3n[nH]c(Cc4ccccc4)c3-c3ccccc3)c2-c2ccccc2)cc1,100.7,118.9,100.7,97.5,105.0,110.8,111.6,118.8
COc1cnc2c(c1)C(=O)c1c-2n(CCCNCC2CC2)c(=O)c2cc(F)ccc12,13.3,-61.9*,-56.2*,-6.0*,15.0,x,-82.8*,22.8
CC(=O)OCC1OC(N=[N+]=[N-])C(OC(C)=O)C(OC(C)=O)C1OC(C)=O (stereo not drawn),106.9,100.6,114.3,94.3,103.3,88.8,112.6,109.7
O=c1nc2sc3ccccc3cc-2s1,58.5,101.9,100.7,97.3,105.9,98.6,98.0,106.1
O=C(O)C(C(=O)O)c1ccccc1,99.1,105.9,95.3,x,92.5,99.9,100.6,109.5
COC(=O)Cc1[nH]c(Cl)nc1C(N)=O,109.4,109.3,104.4,89.7,106.2,116.3,110.1,106.7
COc1cc(-c2nc3c(c(C)nc4c3nnn4-c3cc(OC)c(OC)c(OC)c3)c(=O)o2)cc(OC)c1OC,102.1,110.5,97.8,94.6,98.6,119.2,102.1,103.9
COC(=O)[C@@H]1CCCN1C(=O)C1=C(C)NC(=S)NC1c1cc(OC)c(OC)c(OC)c1 (stereo partly drawn),103.5,103.7,95.0,98.4,108.5,106.3,109.3,121.3

3 compounds from above, ordered by SMILES length, low to high:
Structure,EKVX,A549/ATCC,UACC-62,HOP-92,M14,UACC-257,SK-MEL-5,SK-MEL-28
O=C(O)C(C(=O)O)c1ccccc1,99.1,105.9,95.3,x,92.5,99.9,100.6,109.5
COC(=O)Cc1[nH]c(Cl)nc1C(N)=O,109.4,109.3,104.4,89.7,106.2,116.3,110.1,106.7
COc1cc(-c2nc3c(c(C)nc4c3nnn4-c3cc(OC)c(OC)c(OC)c3)c(=O)o2)cc(OC)c1OC,102.1,110.5,97.8,94.6,98.6,119.2,102.1,103.9

Other records follow.
Structure,EKVX,A549/ATCC,UACC-62,HOP-92,M14,UACC-257,SK-MEL-5,SK-MEL-28
COc1c(/C(C)=N/N=c2sc(C(C)=O)nn2-c2ccc(Cl)cc2)c(Oc2ccccc2)c(OC)c2occc12,99.8&93.1,101.5&108.2,84.7&96.1,93.5&90.9,96.2&113.3,113.1&106.0,103.0&100.3,112.1&112.2
C/C(=N\NC(=O)CSc1nc2ccccc2c(=O)n1Cc1ccc(S(N)(=O)=O)cc1)c1ccccc1,88.7,103.7,94.2,115.7,112.1,99.8,98.5,122.6
C#C[C@]1(O)CC[C@H]2[C@@H]3CC=C4c5sc(-c6ccc7c(c6)OCO7)nc5CC[C@]4(C)[C@H]3CC[C@@]21C,34.5,6.3*,-35.5*,x,6.3*,17.7,50.5,-39.7*
COc1cccc2c1C(=O)c1c(O)c3c(c(O)c1C2=O)C[C@@](O)(C(=O)COC(=O)c1ccccc1)C[C@@H]3OC1CC(N)C(O)C(C)O1 (stereo partly drawn),x,-85.1*,-97.0*,-77.9*,-69.9*,-91.3*,-97.2*,-88.9*
COc1ccc(CSc2nnc(-c3ccc(Cl)cc3)n2-c2ccccc2)cc1,95.1,94.5,91.6,110.7,100.6,96.7,94.1,96.5
Cc1nc2ncc(-c3ccc4ncnc(NCc5ccccc5)c4c3)cc2[nH]1,25.3,77.5,64.3,17.4,81.4,75.7,82.8,63.1
NC1=C(O)C(=O)C(/C=C/c2ccccc2)O1 (stereo not drawn),74.7,104.5,81.5,87.9,101.1,107.7,93.4,101.3
CCOC(=O)c1c(NC(=O)c2ccccc2)sc2c1CCC(=O)C2,101.7,86.0,38.1,98.9,48.0,99.4,88.9,104.5
COc1ccc(Cc2nc(C#N)c(N3CCN(c4ccc(F)cc4)CC3)o2)cc1,93.2,92.1,76.1,88.2,90.0,112.2,100.5,97.9
COc1ccc(-c2cc(C(=O)c3cc([N+](=O)[O-])ccc3O)c[nH]c2=O)cc1,95.8,93.4,81.5,80.5,102.5,88.5,100.1,89.1
CCn1c(Sc2nnc(NC(=O)CN3CCCCC3)s2)nc2c1c(=O)n(C)c(=O)n2C,95.5,104.5,97.2,114.2,98.8,96.3,104.3,104.1
CC1CN(C=O)CC(C)N1CCN1C(C)CN(C=O)CC1C (stereo not drawn),98.3,100.7,99.6,98.3,108.4,107.0,107.3,104.2
O=C1Nc2ccccc2C12NN=C1Oc3ccccc3C12 (stereo not drawn),81.2,114.3,95.7,114.0,107.6,107.4,102.7,103.6
Clc1ccc2c(OCCCn3ccnc3)c3oc4ccccc4c3nc2c1,67.0,79.9,88.8,69.4,119.8,116.3,78.7,94.7
Brc1cccc(OCCCCn2ccnc2)c1,82.2,95.6,80.8,42.2,97.3,107.9,96.1,94.8
COc1ccc(/C=C2\C=C(c3nc4ccccc4s3)N(Cc3ccccc3)C2=O)cc1,101.9,101.7,75.1,95.3,98.4,111.1,99.7,103.9
COc1cc(C2CC(c3ccc(Cl)cc3)=NN2C(C)=O)ccc1Oc1ccnc2cc(Cl)ccc12 (stereo not drawn),51.9,42.6,60.5,x,79.9,68.5,67.8,55.1
Nc1nnc(-c2cc(=O)oc3ccc4ccccc4c23)o1,94.9,106.1,92.3,81.5,98.9,107.1,98.4,103.6
N=C(N)CCCCCCCCC(=N)N,46.3,15.6,83.1,92.1,98.1,78.6,102.5,105.9
N#Cc1ccc(N)cc1OCCCN1CCCCC1,122.1,106.6,93.6,64.4,116.7,115.5,105.6,112.0
Fc1cc(C(F)(F)F)ccc1-c1cnc(Cl)nc1NC1CCCCCC1,x,91.8,85.6,74.0,101.9,102.3,100.1,102.0
Clc1ccc(N2COc3ccc4ccccc4c3C2)cc1,71.4,65.1,18.7,76.1,37.3,74.2,64.3,80.2
Nc1c(C(=O)c2ccc3c(c2)OCO3)sc2nc3c(cc12)CN(Cc1ccccc1)CC3,x,81.7,64.2,47.3,88.2,89.0,47.0,73.8
Cn1cc(-c2nn3cc(-c4ccc(F)cc4)nc3s2)c2cc(Br)ccc21,63.3,95.4,76.0,81.8,91.7,98.1,85.6,102.7
Cc1cccc(NC(=O)CN2CCN(c3cc(=O)[nH]c4ccc(F)cc34)CC2)c1,94.6,104.2,95.1,112.2,100.5,105.2,99.2,104.2

High-throughput results: PubChem BioAssay, NCI
